Mtb FBA inh = Mtb fructose-bisphosphate aldolase inhibition. P9WQA3. purified M. tuberculosis FBA, fluorescence read-out. inhibition, % at 1 µM. 360,000 compounds, 2.3% hits. AID 588726; in the data active means inhibition above about 27%;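 further: 0% = vehicle and 100% = reference inhibitor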
Target sequence (P9WQA3 whole entry, looked up): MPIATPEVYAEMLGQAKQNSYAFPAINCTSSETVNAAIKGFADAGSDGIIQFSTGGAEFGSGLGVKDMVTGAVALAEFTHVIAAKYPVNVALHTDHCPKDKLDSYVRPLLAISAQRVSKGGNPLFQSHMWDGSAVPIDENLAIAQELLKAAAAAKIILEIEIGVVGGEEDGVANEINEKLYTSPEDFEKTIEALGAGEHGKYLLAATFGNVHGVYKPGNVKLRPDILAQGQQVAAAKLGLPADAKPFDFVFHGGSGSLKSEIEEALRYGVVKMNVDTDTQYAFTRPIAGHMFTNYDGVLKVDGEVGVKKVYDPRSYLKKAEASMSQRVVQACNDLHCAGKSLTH
FadD28 FP inh = blocks FadD28 binding to the bisubstrate probe; inhibition, % at 12.5 µM; fluorescence polarization; 360,000 compounds, 0.22% hits; AID 588549; in the data active means inhibition above about 8.5%, passing the limit was not always enough; inconclusive means no clear call, values can overlap the other calls
PfHsp40 rescue = rescue of PfHsp40-mediated yeast toxicity; S. cerevisiae expressing PfHsp40, growth rescue, ATP luminescence; growth rescue, % at 12.5 µM; 340,000 compounds, 0.68% hits; AID 504582; in the data active means growth rescue above about 28%, passing the limit was not always enough; inconclusive means no clear call, values can overlap the other calls;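 further: yeast W303a lacking pdr1 and pdr3 grown in galactose medium; growth measured after three days at 30 °C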
TcdB inh = blocks C. difficile toxin B glycohydrolase activity; P18177; TcdB glycohydrolase enzymatic assay, plate reader; inhibition, % at 9.99 µM; 350,000 compounds, 0.24% hits; in the data active means inhibition above about 10%
Vc quorum ag = quorum light induction in luxS cqsA deficient V. cholerae; V. cholerae BH1578 lux reporter, luminescence, 6 h; activation, % at 18.7 µM; 350,000 compounds, 0.16% hits; in the data active means activation mostly above about 9.7%, no sharp cut-off; inconclusive means no clear call, values can overlap the other calls; inactive means mostly below about 3.7%; further: not every result past the cut was called active; inactives centre near 0; reference of the scale not given here
UGM FP inh = inhibitors of M. tuberculosis UDP-galactopyranose mutase. inhibition, % at 10 µM. 320,000 compounds, 0.06% hits. purified UGM, fluorescence polarization probe displacement. P9WIQ1; in the data active means inhibition above about 10%, passing the limit was not always enough; inconclusive means no clear call, values can overlap the other calls
Target sequence (P9WIQ1 whole entry, looked up): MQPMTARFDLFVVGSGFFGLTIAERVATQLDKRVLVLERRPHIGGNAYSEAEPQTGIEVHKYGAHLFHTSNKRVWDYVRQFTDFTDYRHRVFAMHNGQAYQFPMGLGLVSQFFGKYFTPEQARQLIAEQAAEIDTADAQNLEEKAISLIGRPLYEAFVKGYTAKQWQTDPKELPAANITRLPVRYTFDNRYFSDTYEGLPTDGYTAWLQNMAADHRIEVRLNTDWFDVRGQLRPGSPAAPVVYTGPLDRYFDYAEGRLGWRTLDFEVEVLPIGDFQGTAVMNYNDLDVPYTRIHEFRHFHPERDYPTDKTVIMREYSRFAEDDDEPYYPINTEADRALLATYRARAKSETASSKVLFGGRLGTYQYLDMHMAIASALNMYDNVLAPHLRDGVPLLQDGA
GDH-TPI inh = inhibits GDH-TPI coupling enzymes, artifact for Mtb FBA screen; inhibition, % at 4.8 µM; GDH-TPI coupled enzyme counterscreen, NADH absorbance; AID 588335; 360,000 compounds, 1.2% hits; in the data active means inhibition above about 30%;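 further: 0% = DMSO wells and 100% = wells lacking the enzyme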
Mtb BioA inh = inhibitors of Mycobacterium tuberculosis BioA enzyme | purified M. tuberculosis BioA enzyme, plate reader | inhibition, % at 9.99 µM | 360,000 compounds, 0.096% hits; in the data active means inhibition above about 40%; inconclusive means no clear call, values can overlap the other calls
Y pestis TopoI = inhibitors of Yersinia pestis topoisomerase I; 360,000 compounds, 0.064% hits; activity, % at 10 µM; Y. pestis Topo-I cleavage product accumulation, plate reader; in the data active means activity above about 50%, passing the limit was not always enough; inconclusive means no clear call, values can overlap the other calls; further: inactives centre near 2
Active calls of the source: *; i = inactive; ? = inconclusive; · = no result given; + = active, no number.

The opening ten records (preview)
Results follow in this order: Mtb FBA inh, FadD28 FP inh, PfHsp40 rescue, TcdB inh, Vc quorum ag, UGM FP inh, GDH-TPI inh, Mtb BioA inh, Y pestis TopoI
CCOC(=O)C1CCCN(CC(O)COc2ccc(OC)cc2C(C)(C)C)C1 (stereo not drawn)
    -1, -0.6, 0.8, ·, -0.4, 2.3, 9, 3.7, 24
COc1cccc(C2CC(c3c(Cl)cccc3Cl)n3nc(N)nc3N2)c1 (stereo not drawn)
    -1, -4.6, -0.3, 1.3, -0.2, -0.8, -2, 0.2, -6
CC1(C)CC(=O)C=C(c2ccc(F)cc2OCc2ccccc2)C1
    -2, -6.9, 4.2, 0.6, 1.6, 0.4, 8, 0.6, ?
O=C(Nc1cc(-c2nc3ncccc3o2)ccc1Cl)c1ccc2c(c1)OCO2
    -1, -2.8, -0.9, -0.6, i, -3.2, -3, 3.0, 3
CCCc1cc(=O)oc2cc(C)cc(OCC(=O)N3C[C@H]4C[C@@H](C3)c3cccc(=O)n3C4)c12
    42*, -0.5, ·, 0.1, -0.5, ·, 10, 7.3, -6
COc1ccc(CC(N)c2csc(NC(=O)NCCc3ccc(OC)c(OC)c3)n2)cc1 (stereo not drawn)
    -1, -4.5, ·, 0.4, i, ·, 3, 1.1, -9
CC(NC(=O)c1ccc(NC(=O)c2ccco2)cc1)c1ccccc1 (stereo not drawn)
    3, -0.2, -0.5, 1.4, -0.9, -0.8, 2, 0.5, -2
CCCCNC(=O)NNC(=O)COc1cccc(C)c1C
    1, -0.9, -0.6, 0.5, i, 3.4, -6, ·, 0
CCOC(=O)CCNC(=O)N1CCCC(C(=O)c2ccc3c(c2)OCO3)C1 (stereo not drawn)
    3, 1.4, -1.2, -1.0, ·, -0.9, 4, ·, -1
Cc1ccc(NC(=O)c2cccnc2)cc1S(=O)(=O)N(C)C
    0, -1.5, -0.5, -1.8, -0.3, 0.9, 1, ·, 5

The whole of this part, previewed entries included:
Results follow in this order: Mtb FBA inh, FadD28 FP inh, PfHsp40 rescue, TcdB inh, Vc quorum ag, UGM FP inh, GDH-TPI inh, Mtb BioA inh, Y pestis TopoI
CCOC(=O)C1CCCN(CC(O)COc2ccc(OC)cc2C(C)(C)C)C1 (stereo not drawn)
    -1, -0.6, 0.8, ·, -0.4, 2.3, 9, 3.7, 24
COc1cccc(C2CC(c3c(Cl)cccc3Cl)n3nc(N)nc3N2)c1 (stereo not drawn)
    -1, -4.6, -0.3, 1.3, -0.2, -0.8, -2, 0.2, -6
CC1(C)CC(=O)C=C(c2ccc(F)cc2OCc2ccccc2)C1
    -2, -6.9, 4.2, 0.6, 1.6, 0.4, 8, 0.6, ?
O=C(Nc1cc(-c2nc3ncccc3o2)ccc1Cl)c1ccc2c(c1)OCO2
    -1, -2.8, -0.9, -0.6, i, -3.2, -3, 3.0, 3
CCCc1cc(=O)oc2cc(C)cc(OCC(=O)N3C[C@H]4C[C@@H](C3)c3cccc(=O)n3C4)c12
    42*, -0.5, ·, 0.1, -0.5, ·, 10, 7.3, -6
COc1ccc(CC(N)c2csc(NC(=O)NCCc3ccc(OC)c(OC)c3)n2)cc1 (stereo not drawn)
    -1, -4.5, ·, 0.4, i, ·, 3, 1.1, -9
CC(NC(=O)c1ccc(NC(=O)c2ccco2)cc1)c1ccccc1 (stereo not drawn)
    3, -0.2, -0.5, 1.4, -0.9, -0.8, 2, 0.5, -2
CCCCNC(=O)NNC(=O)COc1cccc(C)c1C
    1, -0.9, -0.6, 0.5, i, 3.4, -6, ·, 0
CCOC(=O)CCNC(=O)N1CCCC(C(=O)c2ccc3c(c2)OCO3)C1 (stereo not drawn)
    3, 1.4, -1.2, -1.0, ·, -0.9, 4, ·, -1
Cc1ccc(NC(=O)c2cccnc2)cc1S(=O)(=O)N(C)C
    0, -1.5, -0.5, -1.8, -0.3, 0.9, 1, ·, 5
O=C(NNC(=S)Nc1ccc(Br)cc1Cl)c1ccncc1
    -3, 0.5, 2.0, -2.1, -1.5, 2.8, 6, 1.6, -13
CC(=O)C1(O)CCC2C3CCC4CC(O)CCC4(C)C3C(=O)CC21C (stereo not drawn)
    1, 1.6, 1.5, 0.8, i, ·, 9, -1.5, 9
C/C(=C(\C#N)C(=O)NCc1ccccc1)N(C)C
    3, 1.3, 1.3, ·, -0.2, 0.5, 4, -0.6, 2
COc1ccc(OC)c(-c2csc(N(CC3CCCO3)C(=O)C3CCCCC3)n2)c1 (stereo not drawn)
    0, -1.7, 0.2, 0.4, i, 0.6, -3, ·, -3
COC(=O)C1N[C@@H]([C@@H](NC(=O)COc2ccccc2)C(=O)NCc2ccccc2)SC1(C)C (stereo partly drawn)
    1, -2.8, -0.3, 1.3, -0.3, 0.2, 2, -1.5, 19
Cn1nc(C(=O)Nc2ccc(S(=O)(=O)N3CCCCC3)cc2)c2ccccc2c1=O
    -1, -3.8, 1.4, 0.9, -0.6, -1.0, 3, -1.9, 5
COc1ccc(CCNC(=O)c2ccccc2N(C)S(=O)(=O)c2ccccc2)cc1
    3, -3.0, -0.5, ·, 2.6, -3.9, 2, ·, 4
CCCCN(C=O)c1c(CC)nc2c(OCC(=O)N3CCOCC3)cccn12
    0, -3.4, ·, 0.3, -0.6, ·, 2, 0.9, 0
CCOC(=O)C(CC(=O)O)N1CCCCC1 (stereo not drawn)
    1, -2.9, -1.4, ·, -6.2, -2.0, -6, 0.9, 5
Cc1ccccc1NC(=S)N(Cc1ccccc1)Cc1cccs1
    3, -1.3, -1.6, 1.2, -1.3, 0.7, 4, ·, 12

(next part)
mol | Mtb FBA inh | FadD28 FP inh | PfHsp40 rescue | TcdB inh | Vc quorum ag | UGM FP inh | GDH-TPI inh | Mtb BioA inh | Y pestis TopoI
Cc1ccc(N=Nc2ccc(C)cc2NC(=O)Nc2ccccc2F)cc1 | 1 | -1.1 | -0.6 | -0.1 | -0.6 | -4.3 | 8 | -1.8 | -6
COc1ccc(C(=O)Nc2ccc3oc(-c4cccc(Cl)c4)cc(=O)c3c2O)cc1 | -2 | -1.3 | 0.8 | · | -0.5 | -1.7 | -2 | -0.3 | 8
CC(C)(C)C(=O)Nc1ccc(-c2nnc3n2CCCCC3)cc1 | 1 | -0.7 | -1.7 | 1.7 | -0.4 | 0.8 | 3 | -0.3 | 6
CCc1ccccc1NC(=O)CN(c1cccc(OC)c1)S(C)(=O)=O | -2 | -1.8 | 0.1 | · | -0.2 | 1.2 | 3 | · | -9
O=[N+]([O-])c1cccc(Cn2cnc3c(=S)nc[nH]c32)c1 | 1 | -1.5 | -0.7 | 0.0 | -4.3 | · | 9 | -1.4 | -4
Cc1nc(Cl)sc1C(=O)Nc1ccccc1Cl | 1 | 0.3 | -0.1 | -3.2 | 0.7 | 1.3 | 0 | -0.9 | 1
C/C(=C\c1ccccc1)C(=O)Nc1nc2ccc([N+](=O)[O-])cc2s1 | 2 | -1.3 | 3.8 | 0.1 | i | -0.3 | 6 | -2.3 | -11
COc1ccc(NC(=O)COC(=O)C2CCN(S(=O)(=O)c3cccs3)CC2)cc1 | 0 | -0.7 | 1.2 | -0.7 | -0.5 | -0.2 | 2 | · | -2
COc1ccccc1C(CC(=O)Nc1ccc(Cl)cc1)c1ccc(OC(C)C)cc1 (stereo not drawn) | 1 | -0.7 | -0.4 | · | -1.9 | 0.0 | -3 | · | 2
Cc1nn(-c2ccccc2)c(C)c1/C=N/NC(=O)c1cnccn1 | -2 | -1.2 | -1.0 | 1.1 | -0.5 | -0.2 | 13 | · | 1
COc1ccccc1/C=C/C=N/NC(=O)c1ccc(=O)n(C)c1 | 2 | -1.9 | 1.3 | · | -0.6 | -0.4 | 51* | 0.1 | 3
C=CCC[C@@H](Cc1ccc(F)cc1)C(=O)OC[C@H](Cc1c[nH]c2ccccc12)NC(=O)[C@@H](CC=C)CC(=O)NCCO | -1 | -0.6 | 33* | 1.0 | -0.5 | -1.7 | -1 | 1.0 | 15
Nc1ccc(Oc2ccc3nc(-c4ccccc4)c(-c4ccccc4)nc3c2)cc1 | 2 | -3.2 | 0.4 | · | -0.1 | 1.5 | 8 | 0.9 | 0
CCOC(=O)C1CCN(C(=O)c2cccc(Cl)c2)CC1 | -1 | -0.9 | -0.5 | · | -1.2 | 4.6 | -8 | · | 8
OC(c1cc(Cl)cc(Cl)c1)c1ncc(-c2ccccc2C(F)(F)F)[nH]1 (stereo not drawn) | 3 | 0.7 | · | 1.9 | -0.9 | · | -7 | -1.5 | 1
C=C(C)Cn1c2ccc(NC(=O)CCOCC)cc2c(=O)n1C | + | -0.4 | · | 1.1 | i | · | -5 | -0.6 | -4
CCOc1cccc(OCCCOc2cccc3cccnc23)c1 | -2 | -1.9 | 0.1 | · | -2.0 | 0.5 | 1 | -2.3 | 38
COc1cc(SC)ccc1C(=O)NCCOc1ccc(F)cc1 | -1 | -3.5 | 6.1 | -0.4 | -0.1 | -1.1 | 2 | · | 26
CC(C)(C)c1ccc(CN2N=C(/C=C/c3ccccc3)CCC2=O)cc1 | 0 | -4.0 | 1.0 | 0.1 | -0.1 | 2.8 | 6 | · | 24
COc1ccc(CN(C)C(=O)Cn2cnc(C(=O)Nc3ccc(C)c(C)c3)n2)cc1OC | -1 | -1.4 | 1.6 | 1.9 | 0.8 | · | -2 | 1.2 | 19
Cc1ccc(N2CSC3=C(C#N)C(c4cccs4)CC(=O)N3C2)cc1 (stereo not drawn) | 3 | 3.3 | 0.2 | -1.0 | i | 0.2 | 12 | 3.6 | 2
CN(c1cnn(-c2ccccc2)c(=O)c1Cl)n1cccc1 | 3 | -2.2 | 1.5 | 0.6 | i | 1.8 | 1 | 1.8 | -15
COCCCNC(=O)Cn1nnc(-c2ccc(NC(=O)c3ccccc3OC)cc2)n1 | 2 | -1.1 | -0.3 | · | i | 0.6 | -2 | -1.3 | 4
COc1ccccc1-c1sc2ccccc2c1C#CC1(O)CCCCC1 | 7 | -0.9 | 0.3 | 0.8 | i | -3.4 | 8 | -0.6 | -4
O=C(CSc1nc2scc(-c3ccccc3)c2c(=O)[nH]1)N1CCOCC1 | -1 | -0.3 | 0.0 | 2.6 | i | -1.7 | 0 | 3.1 | 10
NC(=O)c1ccsc1NC(=O)COC(=O)Cc1cccc2ccccc12 | 2 | -8.3 | -0.9 | · | i | -2.5 | -5 | -1.6 | -5
CCc1n[nH]c(=S)n1/N=C/c1ccc(N(CC)CC)cc1 | -5 | 1.7 | -0.5 | 2.0 | -3.3 | 0.2 | 48* | -2.6 | -4
COc1cccc(CN2C(=O)c3cccc(N)c3C2=O)c1 | 7 | -4.6 | 0.2 | · | -0.3 | 0.9 | 3 | · | 1
C=CCc1ccc(OCCOc2cccc(/C=N/n3cnnc3)c2)c(OC)c1 | 0 | -1.5 | 0.0 | · | -5.3 | -0.6 | 15 | · | -10
CCOC(=O)Cc1nnc(NC(=O)C2CCCCC2)s1 | 1 | -2.8 | 0.8 | 0.8 | -0.2 | -1.6 | -5 | · | -4
Cc1ccc(C)c(N2CCN(C(=O)CCS(=O)(=O)c3ccc4c(c3)NC(=O)C(C)S4)CC2)c1 (stereo not drawn) | -1 | 0.0 | 1.1 | 0.1 | -0.1 | 4.4 | 13 | -2.8 | 12
Cc1ccc(OCCC(=O)Nc2ccccc2C(=O)N2CCCCC2)cc1 | 0 | -3.1 | 1.6 | -1.0 | i | 0.9 | -7 | 0.0 | 6
N#CC1=C(N)Oc2n[nH]c(-c3ccc(F)cc3)c2C1c1cccnc1 (stereo not drawn) | -6 | -3.9 | 0.8 | · | i | · | -6 | -0.1 | 1
CCCOc1ccc(CCC(=O)N/N=C/c2ccc([N+](=O)[O-])o2)cc1 | -4 | 0.4 | 0.5 | 0.4 | -1.3 | 0.4 | 27 | · | -8
NS(=O)(=O)c1cccc(NC(=O)Nc2ccccc2)c1 | -2 | -2.9 | -1.6 | 2.0 | i | -0.8 | 0 | 1.2 | 1
COc1ccc(Cc2n[nH]c(=S)o2)cc1 | 0 | -1.4 | -1.0 | 1.9 | 1.4 | -2.8 | 1 | · | -2

High-throughput results deposited in PubChem by several laboratories.
